Screening results (PubChem)
STAT1 activator – STAT1 signaling activators, primary screen, cell-based, HTS, luciferase reporter | NIH 3T3 STAT1-luciferase reporter, IFN-gamma, luminescence; 100% = IFN-gamma alone, no compound | activation (% of control), % at 5.5 µM | hit rate 2.6% among 200,000;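 active means activation above the screen-wide mean activation plus 3 SD, cut at about 130% in these data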;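 further: raw ratio to IFN-gamma control signal so 100% means no change and 0% no light; values of inactives mirror those of a sister screen read the other way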
APP transl inh – inhibitors of APP translation via 5'UTR reporter, primary screen, APP 5'UTR luciferase, SH-SY5Y cells; SH-SY5Y APP 5'UTR-luciferase reporter, luminescence; inhibition, % at 2 µM; hit rate 0.82% among 190,000; AID 1285, 2008;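 active means inhibition above a set limit, derived from the sample mean plus 3 SD, cut at about 45% in these data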; further: values of inactives mirror those of a sister screen read the other way
STAT3 blocker – IL-6 driven STAT3 reporter inhibitors, primary screen, U3A cells, luciferase, luminescence, MLSCN library | hit rate 0.89% among 190,000 | IL-6 STAT3-luciferase reporter; host cell line lacks STAT1 | inhibition, % at 5.5 µM;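 active means inhibition above the mean inhibition across all screened compounds plus 3 SD, cut at about 44% in these data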;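 further: 0% = DMSO only wells and 100% = 100 µM nifuroxazide control wells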
STAT1 inh – STAT1 signaling inhibitors, primary screen, cell-based, HTS, luciferase reporter; NIH 3T3 STAT1-luciferase reporter, IFN-gamma, luminescence; inhibition, % at 5.5 µM; hit rate 0.35% among 200,000; AID 920, 2007;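 active means inhibition above a set limit, the mean inhibition across all tested compounds plus 3 SD, cut at about 34% in these data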;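 further: 0% = IFN-gamma with DMSO and 100% = IFN-gamma with 300 µM nifuroxazide; values of inactives mirror those of a sister screen read the other way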
STAT3 act – IL-6 driven STAT3 reporter potentiators, primary screen, U3A cells, luciferase, luminescence, MLSCN library. IL-6 STAT3-luciferase reporter; 100% = signal with IL-6 EC80 alone. activation (% of control), % at 5.6 µM. hit rate 0.91% among 190,000. AID 871, 2007;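 active means activation above the screen-wide mean of compound activation plus 3 SD, cut at about 130% in these data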;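 further: 0% = background luminescence of wells with medium and substrate only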
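system = STAT3-luciferase reporter U3A cells | reagent = IL-6 stimulus at 33 ng/mL final | timing = 1 h compound pre-exposure, 6 h IL-6 stimulation, 37 °C | measured by = luminescence | evaluation = % activation versus median of IL-6-stimulated wells | control set = IL-6-only wells as 100% reference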
Hsp70 activator – Hsp70 transcriptional activators, primary screen, cell-based, HeLa, Hsp70 promoter luciferase, luminescence, 10 µM | HeLa Hsp70 promoter luciferase reporter; scaled: vehicle 0, proteasome-inhibitor control 100% | activation, % at 10 µM | hit rate 0.04% among 200,000 | AID 1203, 2008;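 active means activation above the mean across all tested compounds plus 3 SD, cutoff set per campaign, cut at about 5.5% in these data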;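 further: 100% = MG132 at 30 µM as the positive control and 0% = DMSO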
G6PDH CS – L. mesenteroides G6PDH inhibitors, counter-screen for G6PDH-coupled screening assays, biochemical, Leuconostoc mesenteroides enzyme | Purified L. mesenteroides G6PDH, diaphorase/resazurin coupled fluorescence, 45 min | inhibition, % at 5 µM | hit rate 0.12% among 200,000; in the data active means inhibition above about 50%
Diaph inh CS – diaphorase inhibitors and chemical oxidizers, primary screen, counter-screen for diaphorase-coupled primary assays, biochemical, uHTS, resorufin fluorescence. inhibition, % at 20 µM. diaphorase resazurin-to-resorufin fluorescence, NADH, 16 min; bacterial (C. kluyveri) enzyme, not human. hit rate 0.69% among 190,000. AID 1217, 2008;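 active means primary screen inhibition at 20 µM above a set limit, cut at about 50% in these data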;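 further: plate controls were DMSO with full reaction for no effect and wells lacking NADH for full effect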
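Test system: diaphorase enzyme from Clostridium kluyveri; amount: diaphorase at 0.14 U/mL in enzyme working solution; detection: fluorescence of resorufin formed from resazurin, Ex 544/Em 590 nm; times: reaction incubation of 16 min at room temperature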
TLR4 MyD88 comp – inhibitors of TLR4-MyD88 association in cells, primary screen, cell-based, HeLa CL3-4, BLA complementation, FRET ratio; Toll-like receptor 4 (Homo sapiens) + Myeloid differentiation primary response protein …; HeLa CL3-4 TLR4/MyD88 BLA complementation; inhibition, % at 8.4 µM; hit rate 0.18% among 200,000; in the data active means inhibition above about 25%;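 further: 0% = vehicle and 100% = reference inhibitor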
Target sequence (O00206 whole entry, looked up): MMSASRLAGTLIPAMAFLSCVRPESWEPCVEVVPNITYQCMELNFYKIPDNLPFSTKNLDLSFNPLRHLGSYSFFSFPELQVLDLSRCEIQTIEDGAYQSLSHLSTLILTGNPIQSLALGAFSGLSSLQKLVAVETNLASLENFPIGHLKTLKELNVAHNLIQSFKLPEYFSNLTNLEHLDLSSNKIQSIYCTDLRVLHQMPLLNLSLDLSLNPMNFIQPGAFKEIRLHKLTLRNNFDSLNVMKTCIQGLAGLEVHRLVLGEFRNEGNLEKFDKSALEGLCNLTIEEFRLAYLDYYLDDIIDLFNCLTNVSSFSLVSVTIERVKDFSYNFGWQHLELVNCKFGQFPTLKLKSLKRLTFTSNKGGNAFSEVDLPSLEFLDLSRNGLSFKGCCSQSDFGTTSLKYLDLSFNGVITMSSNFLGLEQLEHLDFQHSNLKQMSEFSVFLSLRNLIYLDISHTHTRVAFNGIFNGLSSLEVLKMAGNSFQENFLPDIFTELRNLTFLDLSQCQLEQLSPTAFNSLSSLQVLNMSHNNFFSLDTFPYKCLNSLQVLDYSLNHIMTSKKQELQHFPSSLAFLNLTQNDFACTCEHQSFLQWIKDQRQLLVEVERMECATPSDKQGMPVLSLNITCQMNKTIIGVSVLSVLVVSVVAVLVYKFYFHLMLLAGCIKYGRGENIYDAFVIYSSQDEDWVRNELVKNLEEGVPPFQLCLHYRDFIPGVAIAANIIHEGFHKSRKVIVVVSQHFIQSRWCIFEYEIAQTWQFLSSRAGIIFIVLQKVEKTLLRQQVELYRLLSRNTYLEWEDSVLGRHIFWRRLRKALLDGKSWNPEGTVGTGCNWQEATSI
Target sequence (Q99836 whole entry, looked up): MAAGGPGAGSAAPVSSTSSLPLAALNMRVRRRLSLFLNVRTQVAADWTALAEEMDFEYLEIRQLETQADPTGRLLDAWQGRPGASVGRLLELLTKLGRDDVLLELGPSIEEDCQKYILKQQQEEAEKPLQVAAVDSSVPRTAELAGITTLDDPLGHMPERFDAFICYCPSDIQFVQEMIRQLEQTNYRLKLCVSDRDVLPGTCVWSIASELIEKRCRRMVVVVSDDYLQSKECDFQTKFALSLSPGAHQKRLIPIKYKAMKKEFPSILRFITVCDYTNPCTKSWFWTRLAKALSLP
Diaphorase act – compounds boosting diaphorase resazurin reduction – biochemical, uHTS, resorufin fluorescence, counter-screen for diaphorase-coupled primary assays, primary screen; hit rate 0.005% among 190,000; activation factor at 20 µM; Diaphorase/resazurin coupled assay, 16 min; active compounds read high; 1 = vehicle wells, 0 = NADH-free wells;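 active means diaphorase activity raised at least twofold by the compound at 20 µM; inactive means activation factor below 2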
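Assay system: bacterial diaphorase enzyme (C. kluyveri) / Input: enzyme 0.07 U/mL final / Medium: 50 mM HEPES pH 7.4 with 4.542 mM MgCl2, 0.005% Tween 20 / Doses: single compound dose of 20 µM, 1% DMSO final / Incubation: 16 min enzyme reaction, ambient temperature / Signal: fluorescence, excitation 544 nm and emission 590 nm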
An asterisk follows results filed as active; . = not tested or not shown.

SMILES	STAT1 activator	APP transl inh	STAT3 blocker	STAT1 inh	STAT3 act	Hsp70 activator	G6PDH CS	Diaph inh CS	TLR4 MyD88 comp	Diaphorase act
Cc1ccc(S(=O)(=O)N2CCCC(c3nc(-c4ccc(C)o4)no3)C2)cc1 (configuration not stated)	108.6	12.8	15.7	-9.3	86.9	0.2	0.6	23.5	-12.4	0.8
COc1cccc(Nc2nc(=O)[nH]nc2C)c1	97.1	-7.5	-14.5	3.2	112.3	0.1	-8.0	16.9	-5.9	0.8
Cc1nn(-c2ccc(F)cc2)c(Cl)c1/C=C/C(=O)N1CCNC(=O)C1	107.6	7.6	3.3	-9.9	99.2	-0.3	5.7	11.0	5.8	0.9
O=S1(=O)CCC(S(=O)(=O)N2CCCCCC2)C1 (configuration not stated)	92.0	-8.6	2.2	8.7	97.8	-0.2	18.1	2.4	8.2	1
O=C(CSc1nc(-c2ccco2)cc(C(F)(F)F)n1)Nc1ccc(C(=O)N2CCCCC2)cc1	94.1	-4.8	50.4*	6.6	62.2	-0.1	7.1	-3.4	-4.5	1
CCOC(=O)Cc1cnc(NC(=O)Cn2nnc(-c3ccc(OCC)cc3)n2)s1	103.0	-11.0	3.7	-3.3	101.0	0.3	3.9	27.1	7.5	0.7
COc1cccc(NC(=S)NCCN2CCOCC2)c1	106.1	7.3	3.0	-6.8	100.5	-0.3	-9.3	9.7	11.0	0.9
Cc1ccc(S(=O)(=O)N2CCN(C(=O)CSc3ncc(C(F)(F)F)cc3Cl)CC2)cc1	92.5	-2.0	0.3	8.3	102.6	-0.3	7.1	22.9	3.1	0.8
O=C1CNC(=O)/C1=C\N1CCCCC1	108.0	1.4	3.4	-7.1	100.8	0.3	-1.3	15.6	28.9*	0.8
COc1ccc(S(=O)(=O)Nc2nc3n(n2)C(c2ccc(Cl)cc2)CC(=O)N3)cc1 (configuration not stated)	104.3	-10.1	10.3	-4.8	93.0	-0.2	-1.6	8.7	-14.3	0.9
CCC(C)c1ccc(NC(=O)C2CC2)cc1 (configuration not stated)	102.4	-34.2	18.6	-2.6	88.3	-0.3	-10.8	16.1	1.2	0.8
COc1cc(OC)nc(Oc2ccccc2C(=O)Oc2ccc(Cl)cc2)n1	101.7	-0.5	7.0	-1.9	95.6	-0.2	10.2	14.2	-9.7	0.9
CC(NC(=O)c1cccnc1)C(=O)N1CCCCC1 (configuration not stated)	108.8	-8.0	1.9	-9.6	100.6	-0.1	17.7	3.0	-7.8	1
O=C(Nc1ccc(-c2nc3cc(Cl)ccc3o2)cc1)C1CCCO1 (configuration not stated)	149.5*	-74.2	14.3	-53.6	87.3	0.1	-3.4	2.2	0.3	1
Cc1ccc(NC(=O)CN2C(=O)S/C(=C\c3cccn3-c3cccc(C(=O)O)c3)C2=O)c(C)c1	95.7	-3.1	14.9	4.8	93.8	-0.4	1.9	14.7	5.7	0.9
O=C(Cn1c(C(=O)NCCCN2CCOCC2)cc2sccc21)c1ccccc1	101.0	-11.8	-5.6	-1.1	107.8	0.6	7.3	4.1	12.4	1
CC(=O)c1cc2c(cc1NS(=O)(=O)c1ccc(C)cc1)OCO2	101.4	.	-5.3	-1.1	104.5	-0.1	-1.3	13.4	-4.1	0.9
CCc1nc(-c2ccccc2O)n(-c2ccccc2)n1	89.9	2.5	-9.0	10.9	108.7	-0.3	6.4	9.5	-16.0	0.9
Cc1nnc(NC2=NCCC2)o1	98.1	-7.4	3.3	2.1	100.9	-0.1	11.1	-8.4	12.7	1.1
CCOc1ccc(Br)cc1C(=O)Nc1ccc(C(=O)NCC(C)C)cc1	94.6	21.3	35.9	5.9	71.3	-0.4	-0.3	-26.6	-4.1	1.3
O=C(NC1CCCC1)c1ccc(S(=O)(=O)N2CCOCC2)cc1	100.6	-4.3	-2.3	1.0	102.9	-0.2	4.1	0.0	-5.5	1
COC(=O)N1CC(C)N(C(=O)OC)CC1C (configuration not stated)	104.0	-10.4	11.2	-6.1	94.2	-0.3	10.3	14.1	3.9	0.9
Cc1ccc(NC(=O)CNCc2ccccc2)c(Br)c1	119.2	-23.8	9.9	-21.9	93.1	-0.3	1.2	4.3	6.8	1
O=c1oc2ccccc2c2nccnc12	94.5	-2.5	3.1	5.9	97.0	-0.4	-2.1	9.9	7.2	0.9
Cc1cccc(NC(=O)c2cc3ccccc3nc2C)c1	86.4	-10.2	11.5	13.5	96.7	0.3	4.8	8.6	-0.5	0.9

Carrying on.
SMILES	STAT1 activator	APP transl inh	STAT3 blocker	STAT1 inh	STAT3 act	Hsp70 activator	G6PDH CS	Diaph inh CS	TLR4 MyD88 comp	Diaphorase act
CCOC(=O)C1CCCN(C(=O)c2ccc(CS(=O)(=O)c3ccc(C)cc3)o2)C1 (configuration not stated)	93.0	1.2	9.2	7.8	99.7	-0.2	7.6	30.9	0.7	0.7
CNC(=O)C1CC(=O)N(c2ccc(F)c(Cl)c2)C1 (configuration not stated)	101.3	-9.1	17.0	-1.4	91.8	-0.2	6.3	13.3	-8.2	0.9
COc1ccc(CNC(=O)c2ccc(CN3CCOCC3)cc2)cc1	106.5	5.1	3.1	-7.0	101.0	-0.1	-10.7	10.2	2.0	0.9
CC(C)[C@H](NC(=O)c1ccccc1)C(=O)OCC(=O)/C=C1/N(C)c2ccccc2C1(C)C	87.5	.	-4.8	14.1	104.3	-0.2	4.7	20.4	8.2	0.8
Cc1c(C(=O)N/N=C/C(C)C)[nH]c2ccc([N+](=O)[O-])cc12	83.0	-16.7	1.7	20.1	96.7	-0.4	3.0	4.8	-2.7	1
CC1C2NC(=O)N(Cc3ccccc3)C1(C)Oc1ccccc12 (configuration not stated)	96.9	2.5	-5.2	3.9	104.8	-0.3	9.3	0.9	11.8	1
OC(CNCc1ccc(Cl)cc1)C(F)(F)F (configuration not stated)	94.7	-4.8	-0.1	4.0	110.2	0.0	8.7	5.6	-9.5	0.9
O=C(/C=C/c1ccc(-c2ccccc2[N+](=O)[O-])o1)c1ccco1	111.6	-18.0	-17.7	-15.4	115.1	-0.1	17.0	0.0	10.5	1
Cc1cc(C(=O)CC#N)c(C)n1-c1ccc(OC(F)F)cc1	100.3	10.3	21.4	-0.3	83.2	-0.2	10.5	9.8	8.0	0.9
COCC(=O)NC(C)c1nc2ccccc2[nH]1 (configuration not stated)	105.4	3.7	-12.0	-7.0	115.9	-0.1	-2.5	0.4	-6.9	1
Cc1ccc(NC(=O)COC(=O)C2CC(=O)N(Cc3ccccc3)C2)cc1S(=O)(=O)N(C)C (configuration not stated)	99.0	-4.8	1.3	0.4	101.0	-0.2	2.9	8.4	-3.1	0.9
CCn1c(CSCc2ccccc2)n[nH]c1=S	98.5	-18.7	9.3	0.1	95.8	-0.2	-3.7	8.9	2.4	0.9
O=C(O)c1cc(C(=O)C2CCCCC2)c[nH]1	99.0	15.7	-10.8	0.9	110.1	0.5	4.1	1.9	-0.3	1
CC(=O)Nc1cc(-n2cnnn2)ccc1C	103.1	-8.1	2.0	-5.1	100.3	0.0	7.6	0.2	-1.4	1
COc1ccc(-c2nc3c(c4nnc(SC(C)C(=O)Nc5ccc(C)cc5)n24)COC(C)(C)C3)cc1 (configuration not stated)	98.7	0.9	14.0	1.4	90.3	-0.3	-26.4	12.3	2.0	0.9
Nc1nc(SCc2ccc(F)cc2)ns1	112.1	-7.6	-0.5	-13.3	105.5	-0.2	8.9	8.2	2.3	0.9
COc1ccccc1NC(CC(=O)c1ccccc1)C(=O)OCC(=O)c1ccc(C)c(C)c1 (configuration not stated)	123.3	-67.3	-8.3	-25.6	106.7	-0.2	-21.7	10.1	8.9	0.9
CCCN1CNC(=S)N(c2cc(C)ccc2C)C1	96.8	-1.4	-4.1	3.5	103.3	-0.1	10.0	19.2	-0.4	0.8
O=C(CCC1CCCN(C(=O)c2ccc3c(c2)OCCO3)C1)NCc1ccccc1F (configuration not stated)	116.4	-22.1	15.3	-19.0	96.1	-0.1	10.6	-13.4	-10.7	1.1
Nc1ccc(CN2CCCCCC2)cc1	109.6	9.0	-11.1	-10.0	112.1	0.1	1.4	-10.2	1.9	1.1
CN1CCN(c2cc3c(c4c2[nH]c2ccccc24)C(=O)CC(C)(C)C3)CC1	92.2	3.9	0.4	8.6	107.1	-0.2	3.3	23.9	6.2	0.8
O=C(Nc1nc2ccc(Cl)cc2s1)[C@@H]1CCCN1C(=O)c1cccs1	104.1	-9.2	-2.3	-4.5	105.4	-0.3	17.2	18.2	-7.0	0.8
CC(C)Cn1c(SCc2nnc(-c3cccs3)o2)nc(O)cc1=O	89.3	0.7	1.8	9.9	102.1	-0.3	-4.0	22.3	0.7	0.8
O=C(OCc1cc(Cl)ccc1OC(F)F)c1cc(S(=O)(=O)O)ccc1O	100.7	-4.6	4.6	-0.8	101.6	-0.6	6.4	14.5	1.2	0.9
Cc1cc2n(n1)C(c1ccccc1Cl)Nc1ccccc1-2 (configuration not stated)	113.7	-17.1	-16.1	-15.0	118.8	-0.4	-3.1	5.5	2.1	0.9
O=C(O)c1ccc(N2C(=O)Nc3ccccc3N2O)cc1	99.4	-4.6	4.7	-0.9	99.7	-0.2	5.7	3.1	-6.0	1
CCn1c(SCc2nc(-c3ccccc3)no2)nnc1-c1ccco1	100.0	2.6	2.9	0.0	99.8	-0.3	-4.6	6.6	-5.1	0.9

Ordered by value in APP transl inh (highest first): some entries from above
Compound | APP transl inh
CC(C)Cn1c(SCc2nnc(-c3cccs3)o2)nc(O)cc1=O | 0.7
Cc1ccc(NC(=O)COC(=O)C2CC(=O)N(Cc3ccccc3)C2)cc1S(=O)(=O)N(C)C (configuration not stated) | -4.8
COc1cccc(Nc2nc(=O)[nH]nc2C)c1 | -7.5
Cc1cccc(NC(=O)c2cc3ccccc3nc2C)c1 | -10.2

Reprinted at random: 2 compounds from above
SMILES	STAT1 activator	APP transl inh	STAT3 blocker	STAT1 inh	STAT3 act	Hsp70 activator	G6PDH CS	Diaph inh CS	TLR4 MyD88 comp	Diaphorase act
O=C(/C=C/c1ccc(-c2ccccc2[N+](=O)[O-])o1)c1ccco1	111.6	-18.0	-17.7	-15.4	115.1	-0.1	17.0	0.0	10.5	1
Cc1ccc(NC(=O)COC(=O)C2CC(=O)N(Cc3ccccc3)C2)cc1S(=O)(=O)N(C)C (configuration not stated)	99.0	-4.8	1.3	0.4	101.0	-0.2	2.9	8.4	-3.1	0.9
